Screens (PubChem)
CRFBP-R2 block: antagonists of CRF-BP/CRF-R2 complex, primary screen, cell-based, HEK293, calcium dye fluorescence, uHTS; AID 588475, 2011; inhibition, % at 11.8 µM; 350,000 tested, 0.59% active; CRF-induced calcium fluorescence;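 active means inhibition of the ligand-induced calcium signal above about 50% at the single tested concentration, limit read from the data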
M4 antag: human M4 muscarinic receptor antagonists, primary screen, CHO cells, Fluo-8 calcium fluorescence; CHO-hM4 cells, ACh EC80; 360,000 tested, 0.73% active; inhibition, % at 3 µM; Muscarinic acetylcholine receptor M4 (Homo sapiens), P08173;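 active means inhibition above its plate's cutoff, the mean inhibition of sample wells plus 3 SD, cut at about 27% in these data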;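 further: 0% = acetylcholine EC80 with DMSO and 100% = DMSO without agonist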
CRFBP-R2 agonist: agonists of CRF-BP/CRF-R2 complex, primary screen, cell-based, HEK293, calcium dye fluorescence, uHTS; CRF-binding protein / CRF receptor 2 complex (human); calcium dye fluorescence (FLIPR); percent of saturating CRF peptide response; activation, % at 13.2 µM; 350,000 tested, 0.46% active; AID 588473, 2011;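 active means activation of at least 50%, plus an integration ratio under a set limit after plate pattern correction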;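 further: plate controls were neutral control wells without compound for no effect and CRF at EC100 for full effect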
CHRM5 PAM: human M5 muscarinic receptor positive allosteric modulators, primary screen, CHO-K1 cells, Fluo-8 calcium fluorescence | Muscarinic acetylcholine receptor M5 (Homo sapiens), P08912 | CHO-K1 hM5, ACh EC20 PAM; 0% = ACh EC20, 100% = ACh EC100 | activation, % at 3 µM | 360,000 tested, 0.3% active | AID 624038, 2012;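 active means activation above the run cutoff, the mean activation of all test compounds plus 3 SD, cut at about 18% in these data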
Target sequence (P08912 whole entry, looked up): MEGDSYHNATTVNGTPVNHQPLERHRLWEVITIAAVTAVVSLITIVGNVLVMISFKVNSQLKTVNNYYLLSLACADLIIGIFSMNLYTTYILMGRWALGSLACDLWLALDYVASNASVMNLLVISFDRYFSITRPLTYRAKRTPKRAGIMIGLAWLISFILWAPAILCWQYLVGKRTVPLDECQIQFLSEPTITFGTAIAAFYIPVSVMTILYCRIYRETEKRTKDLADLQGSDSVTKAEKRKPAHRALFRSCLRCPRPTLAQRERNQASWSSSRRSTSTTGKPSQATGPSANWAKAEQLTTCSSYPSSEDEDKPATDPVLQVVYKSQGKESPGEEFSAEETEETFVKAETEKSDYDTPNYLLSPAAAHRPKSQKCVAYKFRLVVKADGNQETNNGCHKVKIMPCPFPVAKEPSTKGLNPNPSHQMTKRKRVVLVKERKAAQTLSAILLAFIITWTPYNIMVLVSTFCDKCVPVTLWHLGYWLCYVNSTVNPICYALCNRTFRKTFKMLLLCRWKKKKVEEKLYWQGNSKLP
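System: CHO-K1 hM5 cells. Reagent: acetylcholine, EC20 level. Compound dosing: single dose, 3 µM nominal final test concentration. Timing: Post-acetylcholine fluorescence recording 140 s. Detection: Fluo-8 calcium fluorescence. Read-out: % activation, ACh-normalized. Benchmarks: ACh EC20 and EC100 wells. Repeats: singlicate, one well per test compound.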
M1 PAM: human M1 muscarinic receptor positive allosteric modulators, primary screen, CHO-K1 cells, Fluo-8 calcium fluorescence, 1536-well | Muscarinic acetylcholine receptor M1 (Homo sapiens), P11229 | CHO-K1 hM1, ACh EC20; 0% = ACh EC20, 100% = maximal ACh | activation, % at 3 µM | 360,000 tested, 0.088% active | AID 588819, 2011; in the data active means activation above about 19%, passing the limit was not always enough
Target sequence (P11229 whole entry, looked up): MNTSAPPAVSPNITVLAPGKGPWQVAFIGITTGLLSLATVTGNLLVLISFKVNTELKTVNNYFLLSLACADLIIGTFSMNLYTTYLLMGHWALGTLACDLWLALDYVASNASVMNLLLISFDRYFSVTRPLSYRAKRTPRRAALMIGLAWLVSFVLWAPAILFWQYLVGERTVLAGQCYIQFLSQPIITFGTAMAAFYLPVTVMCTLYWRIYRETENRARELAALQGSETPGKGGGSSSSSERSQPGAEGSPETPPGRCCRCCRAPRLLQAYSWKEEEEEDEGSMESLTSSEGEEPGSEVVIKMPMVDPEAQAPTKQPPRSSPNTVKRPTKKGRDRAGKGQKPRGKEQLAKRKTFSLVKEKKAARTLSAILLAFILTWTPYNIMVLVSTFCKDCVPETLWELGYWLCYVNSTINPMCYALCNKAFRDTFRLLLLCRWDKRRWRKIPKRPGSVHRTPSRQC
M4 ag: human M4 muscarinic receptor agonists, primary screen, CHO-K1 cells, Fluo-8 calcium fluorescence | Muscarinic acetylcholine receptor M4 (Homo sapiens), P08173 | CHO-K1 hM4/Gqi5; vehicle 0%, full acetylcholine response 100% | activation, % at 3 µM | 360,000 tested, 0.14% active;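 active means activation above the run mean over all test wells plus 3 SD, cut at about 32% in these data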;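 further: peak over basal fluorescence ratio per well then scaled between controls; 0% = DMSO wells and 100% = acetylcholine at EC100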
M5 ag: human M5 muscarinic receptor agonists, primary screen, CHO-K1 cells, Fluo-8 calcium fluorescence | Muscarinic acetylcholine receptor M5 (Homo sapiens), P08912 | CHO-K1 hM5 cells; 0% DMSO wells, 100% maximal acetylcholine response | activation, % at 3 µM | 360,000 tested, 0.19% active;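 active means activation above the run's mean over test compounds plus 3 SD, cut at about 23% in these data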;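 further: signal is peak over basal fluorescence ratio across the kinetic read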
M5 antag: human M5 muscarinic receptor antagonists, primary screen, CHO cells, Fluo-8 calcium fluorescence; CHO-hM5 cells, ACh EC80; inhibition, % at 3 µM; 360,000 tested, 0.59% active; AID 624040, 2012;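 active means inhibition above a per-plate cutoff, the mean of that plate's test compounds plus 3 SD, cut at about 27% in these data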;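 further: 0% = acetylcholine EC80 with DMSO and 100% = DMSO without agonist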
CHRM4 PAM: human M4 muscarinic receptor positive allosteric modulators, primary screen, CHO-K1 cells, Fluo-8 calcium fluorescence | Muscarinic acetylcholine receptor M4 (Homo sapiens), P08173 | CHO-K1 hM4/Gqi5, ACh EC20; 0% = ACh EC20, 100% = maximal ACh | 360,000 tested, 0.4% active | AID 624126, 2012 | activation, % at 3 µM;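 active means activation above its plate's cutoff, the mean activation of sample wells plus 3 SD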; further: some results filed as inactive read as strong as hits
The depositor's hits bear a star. The order is random; overall some 2.6% were active at least once.

Preview:
For Cc1cccc(N(Cc2ccccc2)C(=O)c2cccc(S(=O)(=O)N3CC(C)OC(C)C3)c2)c1 (configuration not stated) the results were CRFBP-R2 block 10, M4 antag -5, CRFBP-R2 agonist -2.6, CHRM5 PAM -6, M1 PAM -2, M4 ag 6, M5 ag -4, M5 antag 9 and CHRM4 PAM -7.
Cc1cc(NC(=O)NN2CCOCC2)nn1-c1c(Cl)cc(Cl)cc1Cl was read as CRFBP-R2 block -6, M4 antag -3, CRFBP-R2 agonist -0.1, CHRM5 PAM 10, M1 PAM 13, M4 ag 2, M5 ag 0, M5 antag 7 and CHRM4 PAM 13.

All compounds of this part (from the top)
For Cc1cccc(N(Cc2ccccc2)C(=O)c2cccc(S(=O)(=O)N3CC(C)OC(C)C3)c2)c1 (configuration not stated) the results were CRFBP-R2 block 10, M4 antag -5, CRFBP-R2 agonist -2.6, CHRM5 PAM -6, M1 PAM -2, M4 ag 6, M5 ag -4, M5 antag 9 and CHRM4 PAM -7.
Cc1cc(NC(=O)NN2CCOCC2)nn1-c1c(Cl)cc(Cl)cc1Cl was read as CRFBP-R2 block -6, M4 antag -3, CRFBP-R2 agonist -0.1, CHRM5 PAM 10, M1 PAM 13, M4 ag 2, M5 ag 0, M5 antag 7 and CHRM4 PAM 13.
For CCOc1ccc(CCN2C(=S)N([C@@H](CC(C)C)CN3CCCC3CN3C(=S)NC[C@@H]3Cc3ccccc3)C[C@@H]2CC(C)C)cc1 (some centres not stated) the results were M4 antag -3, CHRM5 PAM 6, M4 ag 0, M5 ag 2, M5 antag -14 and CHRM4 PAM -4.
Screening CCC(NC(=O)c1cncc(Br)c1)c1ccccc1 (configuration not stated) returned CRFBP-R2 block 2, M4 antag 6, CRFBP-R2 agonist -6.2, CHRM5 PAM -11, M1 PAM 5, M4 ag 0, M5 ag -2, M5 antag 14 and CHRM4 PAM -8.
For CCCCCCN1C=CC=C/C1=C/C=C(C#N)C#N the results were CRFBP-R2 block -79, M4 antag 9, CRFBP-R2 agonist 41, CHRM5 PAM -10, M1 PAM -12, M4 ag 10, M5 ag 2, M5 antag 7 and CHRM4 PAM -1.
For CC(=O)Nc1nnc(C)s1 the results were CRFBP-R2 block -24, M4 antag -1, CRFBP-R2 agonist -1.5, CHRM5 PAM 2, M1 PAM 1, M4 ag 1, M5 ag 1, M5 antag 2 and CHRM4 PAM 6.
For CC(C)(C)c1ccc(C(=O)N2CCC(=O)N(C(COCc3ccccc3)Cc3ccccc3)CC2)cc1 (configuration not stated) the results were CRFBP-R2 block 4, M4 antag 23, CRFBP-R2 agonist 5.7, CHRM5 PAM -33, M1 PAM -22, M4 ag 17, M5 ag 0, M5 antag 19 and CHRM4 PAM -15.
`CC(C)=CCN1CCN(Cc2c[nH]c3ccccc23)CC1CCO` (configuration not stated) gave CRFBP-R2 block 7, M4 antag 10, CRFBP-R2 agonist -0.4, CHRM5 PAM -4, M1 PAM -3, M4 ag 1, M5 ag 0, M5 antag 10 and CHRM4 PAM -4.
Cc1cc(C(=O)NNC(=O)c2ccc(F)cc2)c(C)s1 was read as CRFBP-R2 block -2, M4 antag 1, CRFBP-R2 agonist 1.4, CHRM5 PAM 8, M1 PAM 16, M4 ag 2, M5 ag 2, M5 antag 16 and CHRM4 PAM 5.
COC(=O)Nc1ccc(S(=O)(=O)N2CCCC(C(=O)N3CCC(C)CC3)C2)cc1 (configuration not stated) was read as CRFBP-R2 block 10, M4 antag -7, CRFBP-R2 agonist -3.0, CHRM5 PAM -9, M1 PAM 3, M4 ag 5, M5 ag 0, M5 antag 5 and CHRM4 PAM 4.

Pulled one by one from above, 2 records:
For CCCCCCN1C=CC=C/C1=C/C=C(C#N)C#N the results were CRFBP-R2 block -79, M4 antag 9, CRFBP-R2 agonist 41, CHRM5 PAM -10, M1 PAM -12, M4 ag 10, M5 ag 2, M5 antag 7 and CHRM4 PAM -1.
For CCOc1ccc(CCN2C(=S)N([C@@H](CC(C)C)CN3CCCC3CN3C(=S)NC[C@@H]3Cc3ccccc3)C[C@@H]2CC(C)C)cc1 (some centres not stated) the results were M4 antag -3, CHRM5 PAM 6, M4 ag 0, M5 ag 2, M5 antag -14 and CHRM4 PAM -4.

Next section
Screening COCC(=O)NC(C)c1nc2ccccc2[nH]1 (configuration not stated) returned CRFBP-R2 block 14, M4 antag -2, CRFBP-R2 agonist -0.1, CHRM5 PAM 2, M1 PAM 2, M4 ag 1, M5 ag -1, M5 antag -4 and CHRM4 PAM -1.
For Clc1ccccc1CSc1nnc(/C=C/c2ccccc2)o1 the results were CRFBP-R2 block -17, M4 antag 2, CRFBP-R2 agonist 3.3, CHRM5 PAM -3, M1 PAM -6, M4 ag -1, M5 ag -3, M5 antag 0 and CHRM4 PAM -7.
Screening Cc1onc(C(=O)NCc2ccccn2)c1[N+](=O)[O-] returned CRFBP-R2 block -17, M4 antag -2, CRFBP-R2 agonist -2.3, CHRM5 PAM -2, M1 PAM 9, M4 ag 2, M5 ag -4, M5 antag 9 and CHRM4 PAM 4.
`COc1cc(N)c2ncccc2c1Br` gave CRFBP-R2 block -10, M4 antag 1, CRFBP-R2 agonist 1.5, CHRM5 PAM -5, M1 PAM 7, M4 ag 3, M5 ag 6, M5 antag 8 and CHRM4 PAM -5.
`CCOc1ccc(NS(=O)(=O)c2ccc(C(=O)N(C)CC(=O)Nc3ccccc3Br)cc2)cc1` gave CRFBP-R2 block 0, M4 antag -1, CRFBP-R2 agonist -0.3, CHRM5 PAM -5, M1 PAM 1, M4 ag 12, M5 ag 8, M5 antag 8 and CHRM4 PAM -2.
For COc1ccc(OC)c(C(=O)NC2CCSc3ccccc32)c1 (configuration not stated) the results were CRFBP-R2 block 7, M4 antag 8, CRFBP-R2 agonist -0.2, CHRM5 PAM 0, M1 PAM 4, M4 ag 2, M5 ag -8, M5 antag 6 and CHRM4 PAM -14.
Screening NC(=S)N=Nc1c(O)n(Cc2ccc(F)cc2)c2ccccc12 returned CRFBP-R2 block -8, M4 antag -3, CRFBP-R2 agonist 1.3, CHRM5 PAM -4, M1 PAM -2, M4 ag 0, M5 ag 2, M5 antag 10 and CHRM4 PAM -1.
Screening CCSc1ccccc1C(=O)NCc1ccc2c(c1)OCO2 returned CRFBP-R2 block -12, M4 antag 0, CRFBP-R2 agonist -0.3, CHRM5 PAM 3, M1 PAM 3, M4 ag 2, M5 ag 0, M5 antag -7 and CHRM4 PAM 18.
Cc1ccc(NC(=O)COc2cccnc2[N+](=O)[O-])cc1S(=O)(=O)N1CCCCC1 was read as CRFBP-R2 block -16, M4 antag 7, CRFBP-R2 agonist -2.4, CHRM5 PAM -5, M1 PAM -2, M4 ag 4, M5 ag 1, M5 antag 4 and CHRM4 PAM -5.
`COc1ccc2oc(N)nc2c1` gave CRFBP-R2 block 5, M4 antag -8, CRFBP-R2 agonist -1.7, CHRM5 PAM 11, M1 PAM 7, M4 ag 0, M5 ag -2, M5 antag 11 and CHRM4 PAM 5.
For CCc1nccn1S(=O)(=O)c1ccc(C)c(C)c1 the results were CRFBP-R2 block 4, M4 antag -6, CRFBP-R2 agonist -0.2, CHRM5 PAM -2, M1 PAM 4, M4 ag 1, M5 ag -5, M5 antag -13 and CHRM4 PAM 2.
For COc1ccc(OC)c(NC(=O)CCN2CCCCCC2)c1 the results were CRFBP-R2 block -21, M4 antag -11, CRFBP-R2 agonist 0.4, CHRM5 PAM 7, M1 PAM 1, M4 ag 1, M5 ag -5, M5 antag -15 and CHRM4 PAM 7.
For O=C(OCC(=O)N1CCc2ccccc21)c1ccc([N+](=O)[O-])cc1 the results were CRFBP-R2 block -3, M4 antag 5, CRFBP-R2 agonist -6.2, CHRM5 PAM 0, M1 PAM 0, M4 ag -1, M5 ag -2, M5 antag 5 and CHRM4 PAM -5.
`O=C(OCC(=O)N1CCOCC1)c1ccc2ccccc2c1` gave CRFBP-R2 block 2, M4 antag 5, CRFBP-R2 agonist -0.1, CHRM5 PAM -3, M1 PAM 9, M4 ag 2, M5 ag 3, M5 antag 7 and CHRM4 PAM 2.
`O=C(COc1ccccc1)Nn1c(-c2ccccc2)nc2ccccc2c1=O` gave CRFBP-R2 block 13, M4 antag 7, CRFBP-R2 agonist -3.2, CHRM5 PAM -5, M1 PAM -1, M4 ag 3, M5 ag 2, M5 antag 2 and CHRM4 PAM -13.
For COc1cc(/C=C2/SC(=Nc3ccc(O)cc3)NC2=O)cc(OC)c1O the results were CRFBP-R2 block -16, M4 antag 0, CRFBP-R2 agonist 13, CHRM5 PAM 3, M1 PAM 4, M4 ag 9, M5 ag 7, M5 antag 0 and CHRM4 PAM -3.
`COc1ccc(C(=O)NCc2nnc(SCC(=O)Nc3nc4ccccc4s3)o2)cc1` gave CRFBP-R2 block -9, M4 antag -6, CRFBP-R2 agonist -2.4, CHRM5 PAM 4, M1 PAM 5, M4 ag 0, M5 ag 0, M5 antag -3 and CHRM4 PAM 2.
Screening COc1ccc(OC)c(NC(=S)NCc2cccs2)c1 returned CRFBP-R2 block 17, M4 antag 5, CRFBP-R2 agonist -1.5, CHRM5 PAM -5, M1 PAM -10, M4 ag 0, M5 ag 0, M5 antag 3 and CHRM4 PAM -6.
Cc1ccc(S(=O)(=O)N2CCN(CC(=O)Nc3ccc([N+](=O)[O-])cc3)CC2)cc1C was read as CRFBP-R2 block 20, M4 antag 20, CRFBP-R2 agonist 0.4, CHRM5 PAM 10, M1 PAM -7, M4 ag 1, M5 ag -3, M5 antag 8 and CHRM4 PAM 0.
`C#CCN(C[C@@H]1[C@@H](OC(=O)NCC2CCCCC2)[C@@H](OC(=O)NCC2CCCCC2)Cn2c(=O)ccc(=O)n21)S(=O)(=O)c1ccc(C)cc1` gave CRFBP-R2 block -9, M4 antag -24, CRFBP-R2 agonist 0.3, CHRM5 PAM 10, M1 PAM 2, M4 ag 0, M5 ag -2, M5 antag -7 and CHRM4 PAM 5.
Screening Cc1cc(N2CCN(C(=O)Oc3ccc([N+](=O)[O-])cc3)CC2)c2ccccc2n1 returned M4 antag 3, CHRM5 PAM -7, M4 ag 9, M5 ag -1, M5 antag 9 and CHRM4 PAM -4.
Screening Cc1ccc(NC(=O)COC(=O)CN2CCSC2=O)cc1Cl returned CRFBP-R2 block -17, M4 antag -20, CRFBP-R2 agonist 1.6, CHRM5 PAM 1, M1 PAM 4, M4 ag 4, M5 ag 6, M5 antag 1 and CHRM4 PAM 11.
Screening O=C(CSc1nc(O)c(C2CCCCC2)c(=O)[nH]1)NCC1CCCO1 (configuration not stated) returned CRFBP-R2 block 4, M4 antag -2, CRFBP-R2 agonist -0.3, CHRM5 PAM -4, M1 PAM 13, M4 ag 0, M5 ag -6, M5 antag -1 and CHRM4 PAM -2.
